# High-throughput results: PubChem BioAssay, National Center for Advancing Translational Sciences (NCATS)
# LDHA inh: inhibitors of human lactate dehydrogenase A. P00338. purified LDHA, NADH/diaphorase-resazurin fluorescence; active compounds read low. 0.15% of 480,000 active. activity change, % (values are at about 110 or 230 µM); in the data active means activity change below about -30%; inconclusive means mostly about -25% to -30%;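 further: plate controls were DMSO wells for no effect and wells without enzyme for full effect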
#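 Enzyme activity of human lactate dehydrogenase 5 (2 nM; 0.06 mM NADH, 0.2 mM pyruvate, 5 min, RT) is measured via a resazurin/diaphorase fluorescence readout of residual NADH.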
# Anesthetic bind: binds horse apoferritin like a general anesthetic; P02791; 0.074% of 350,000 active; apoferritin/1-aminoanthracene competitive binding, fluorescence; Potency, µM (top dose mostly 77.5 µM), for the others: top-dose activity change, negative = displacement, most hits filed as inhibitors; further: potency means the concentration at half of the fitted maximal effect; on the % scale 0 is the no-effect control and ±100 the full control effect; nearly all actives have a fitted effect of over 20% in size
#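 In PBS, apoferritin at 10 uM is loaded with 1-AMA from a 50% saturated solution. After 10 min of compound exposure at ambient temperature, reduced 535 nm fluorescence indicates probe displacement.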
# POLK inh: inhibitors of human DNA polymerase kappa | purified Pol kappa, fluorescent DNA synthesis assay, 10 min | 0.53% of 400,000 active | Potency, µM (doses to about 107 µM), for inactives: at the top dose activity, negative = inhibition, most hits filed as inhibitors | Q9UBT6; further: potency means the concentration at half of the fitted maximal effect; on the % scale 0 is the no-effect control and ±100 the full control effect
#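 Inhibition of 10 nM Pol kappa is measured by a fluorescent read-out at 0 and 10 min following addition of 50 nM substrate (final), with a 15-min room-temperature compound preincubation.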
# APE1 inh: inhibitors of human APE1 endonuclease | P27695 | recombinant APE1, TAMRA/BHQ-2 abasic DNA cleavage fluorescence | Potency, µM (highest dose often 65.8 µM), inactives show top-dose activity change, negative = inhibition, usual class: inhibitors | 0.35% of 350,000 active | AID 2517;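 further: potency means the concentration at half of the fitted maximal effect; plate controls were vehicle for no effect and reference inhibitor for full effect; nearly all actives have a fitted effect of over 55% in size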
# Target sequence (P27695 whole entry, looked up): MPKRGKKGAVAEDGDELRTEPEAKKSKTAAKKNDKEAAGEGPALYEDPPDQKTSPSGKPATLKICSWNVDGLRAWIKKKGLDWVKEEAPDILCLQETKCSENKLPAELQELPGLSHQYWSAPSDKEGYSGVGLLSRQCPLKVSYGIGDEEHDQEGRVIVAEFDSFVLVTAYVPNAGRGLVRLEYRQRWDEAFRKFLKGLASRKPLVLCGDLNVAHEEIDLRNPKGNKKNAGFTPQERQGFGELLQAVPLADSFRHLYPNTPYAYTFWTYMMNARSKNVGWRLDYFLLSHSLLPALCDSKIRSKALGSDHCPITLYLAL
#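 Activity was derived from the fluorescence gain between first and third kinetic reads (60 s intervals, ex 525/em 598 nm) after 50 nM THF-abasic TAMRA/BHQ-2 duplex was added to 0.75 nM APE1 preincubated 15 min with compound.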
# POLB inh: DNA polymerase beta (human) inhibition; 1.3% of 340,000 active; Pol beta primer extension/strand displacement, fluorescence kinetic; Potency, µM (highest dose often 114 µM), for inactives: at the highest dose activity change, negative = inhibition, most hits filed as inhibitors; P06746; further: potency means the concentration at half of the fitted maximal effect; on the % scale 0 is the no-effect control and ±100 the full control effect
#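 Pol beta (10 nM) and compounds were preincubated 15 min at room temperature, then 50 nM substrate (final) started primer extension/strand displacement. Reads were taken at 0 and 10 min; concentration-response data were fitted to a four-parameter Hill equation.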
# POLI inh: DNA polymerase iota (human) inhibition; 1% of 390,000 active; Q9UNA4; Pol iota fluorescent replication assay, 10 min; AID 588590; Potency, µM (highest dose often 115 µM), for inactives: at the top dose activity, negative = inhibition, most hits filed as inhibitors; further: potency means the concentration at half of the fitted maximal effect
#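 Fluorescent replication assay read twice, at 0 min and 10 min after adding 50 nM (final) substrate. Enzyme (10 nM) and compounds were first incubated 15 min at room temperature; enzyme-free buffer wells were negative controls.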
# Pol eta inh: inhibitors of human DNA polymerase eta; Potency, µM (highest dose often 114 µM), for inactives: at the top dose activity change, negative = inhibition, hits mostly inhibitors; 1.2% of 390,000 active; Q9Y253; recombinant Pol eta, fluorescent DNA replication assay; further: potency means the concentration at half of the fitted maximal effect; on the % scale 0 is the no-effect control and ±100 the full control effect
# Target sequence (Q9Y253 whole entry, looked up): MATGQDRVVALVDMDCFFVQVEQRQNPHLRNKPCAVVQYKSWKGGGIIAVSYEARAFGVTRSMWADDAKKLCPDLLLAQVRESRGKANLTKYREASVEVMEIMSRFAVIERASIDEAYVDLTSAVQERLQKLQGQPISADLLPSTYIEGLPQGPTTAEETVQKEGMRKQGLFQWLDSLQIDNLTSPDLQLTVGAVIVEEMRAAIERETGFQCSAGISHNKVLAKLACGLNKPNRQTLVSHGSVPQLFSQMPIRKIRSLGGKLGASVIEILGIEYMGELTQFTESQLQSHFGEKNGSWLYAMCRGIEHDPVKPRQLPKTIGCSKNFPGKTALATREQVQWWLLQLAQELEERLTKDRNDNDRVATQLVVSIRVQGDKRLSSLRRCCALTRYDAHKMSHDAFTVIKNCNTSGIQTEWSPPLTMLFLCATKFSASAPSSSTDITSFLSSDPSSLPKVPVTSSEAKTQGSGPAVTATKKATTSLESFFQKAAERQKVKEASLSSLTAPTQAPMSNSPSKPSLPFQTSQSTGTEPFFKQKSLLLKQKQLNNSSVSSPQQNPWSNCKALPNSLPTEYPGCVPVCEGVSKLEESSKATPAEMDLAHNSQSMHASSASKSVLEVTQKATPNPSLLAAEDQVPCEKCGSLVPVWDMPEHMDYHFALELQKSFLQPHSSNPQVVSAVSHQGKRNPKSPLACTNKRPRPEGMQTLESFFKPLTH
#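 Pol eta at 10 nM preincubated with compounds 15 min at room temperature; reaction started with fluorescent substrate (50 nM final) and read kinetically at 0 and 10 min.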
# BLM helicase inh: inhibitors of human Bloom syndrome helicase BLM. P54132. recombinant BLM DNA unwinding, fluorescence dequenching. Potency, µM (top dose mostly 56.1 µM), without a hit: top-dose activity change, negative = inhibition, hits mostly inhibitors. 0.2% of 350,000 active;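 further: potency means the concentration at half of the fitted maximal effect; plate controls were vehicle for no effect and no enzyme for full effect; nearly all actives have a fitted effect of over 35% in size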
# Glioma ERSR ind: inducers of ER stress response in human glioma cells. Potency, µM, without a hit: at the top dose activation, hits mostly activators. 0.02% of 420,000 active. AID 602332. U87-MG GRP78 promoter luciferase reporter, 16 h; further: potency means the concentration at half of the fitted maximal effect; series mostly up to about 76 µM; % of control where 0% means no effect; nearly all actives have a fitted effect of over 35% in size
#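 ERSR induction read as luciferase luminescence (Bright-Glo, 10 min at room temperature) in stably transfected human U87-MG glioma cells exposed to compounds for 16 h, using GRP78 as sensor.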
# An asterisk follows results filed as active; ? = inconclusive; · = not tested or not shown; & = joins results of further samples; [ ] = dose if it differs, or a comment. Unless noted, the call rests on the fitted dose curve; in most records, active means well fitted curve in the direction sought with a large enough effect; inconclusive means small, poorly fitted or top-dose-only effect, or another doubt; inactive means no such curve, though single readings can be large; an effect the other way counts as inactive or inconclusive. The list is partial; the hit share may differ from the screen's.
SMILES,LDHA inh,Anesthetic bind,POLK inh,APE1 inh,POLB inh,POLI inh,Pol eta inh,BLM helicase inh,Glioma ERSR ind
O=c1c2ccccc2oc2cc(C#CC3(O)CCCCC3)ccc12,8,·,6%,·,·,8%,-17%,·,-12%
Cn1nnnc1SCC(=O)Nc1ccc(Br)cc1Cl,-3,-17%,-8%,1%,2%,13%,-20%,0%,4%
CCOc1cc(NC(=S)NCCOC)c(OCC)cc1NC(=O)c1ccco1,0,-7%,-6%,-7%,-4%,27%,-7%,-1%,-5%
C#CC(=O)N(c1cc(OC)ccc1OC)C(C(=O)NC1CCCC1)c1cccs1 (centres undefined),-9,-19%,5%,12%,13%,?,?,-6%,-14%
CN(Cc1ccccc1)C(=O)Cn1c(=O)c2cccn2c2ccc(F)cc21,-1,-11%,4%,·,2%,80%[activator],1%,-6%,-2%
COc1ccc(CCNC(=O)Cn2nc(C)n3c(cc4cc(F)ccc43)c2=O)cc1OC,0,3%,5%,·,19%,13%,-11%,0%,4%
CCc1ccccc1NC(=O)Cn1nc(C(F)(F)F)c2c1CCC2,-9&-7,-3%&-4%,-10%&-3%,2%,-2%&5%,4%&0%,-16%&-8%,-1%&-1%,-2%&-5%
CN(C)C(=S)c1ccc2ccccc2n1,0,-18%,-6%,-4%,-1%,21%,-19%,-1%,-4%
CCOC(=O)CNC(=O)Nc1cc(C(C)(C)C)nn1-c1ccccc1,-9,-12%,-4%,-2%,15%,5%,-16%,0%,5%
C#CCn1c(O)c(N=NC(=O)CNC(=O)/C=C/c2ccccc2)c2ccccc21,-3,-22%,-12%,-13%,-17%,98%[activator],-12%,-1%,-3%
CCc1ccc(NC(=O)CSc2nnc(-c3n[nH]c4ccccc34)n2-c2ccccc2)cc1,-3,-10%,-9%,-9%,14%,0%,?,-4%,-6%
COc1ccc(-c2nnc3ccc(SCc4ccccc4)nn23)cc1,-1,-9%,15%,0%,2%,1%,-4%,-2%,-4%
c1ccc(CC[C@@H]2CC[C@@H](CCc3ccccc3)N2)cc1,2,·,-11%,-14%,·,9%,-9%,·,-1%
CCC1CCCCN1CC(=O)N1CCCc2c1c(=O)oc1ccc(OCc3ccccc3)cc21 (centres undefined),-1,?,-5%,·,7%,5%,-11%,-5%,-2%
O=C(CSc1nnc(COc2cccc3ccccc23)o1)N1CCN(C(=O)c2ccco2)CC1,-2,-2%,-13%,6%,-16%,73%[activator],12%,-1%,-4%
CC#CCCc1nc2ccccc2c(=O)n1N,-2,4%,-8%,-2%,-2%,21%,-4%,-4%,0%
N#Cc1ccc(OCC(=O)Nc2ccc(N3CCCC3)cc2)cc1,4,·,-23%,47%,·,3%,-4%,·,1%
Cc1nc(-c2ccc(Cl)cc2)sc1C(=O)NNC(=O)C(C)C,-2,5%,-8%,1%,76%,29%,-10%,3%,-7%
Cc1ccccc1CCNC(=O)c1ccc2c(c1)nc1n2CCOC1,0,-6%,-12%[60.1 µM],·,-5%,10%,-4%,2%,-10%
CCCCn1c(N)c(N(CC(C)C)C(=O)c2ccc(Br)s2)c(=O)[nH]c1=O,4,-11%,-3%,12%,-3%,12%,-17%,0%,-4%
Cc1ccc(S(=O)(=O)Nc2cccc(-n3cnnn3)c2)cc1C(=O)O,-1,-2%,-4%,17%,-26%,-11%,?,0%,-3%
CCN(Cc1ccccc1)C(c1ccc(Cl)cc1)c1nnnn1C(C)(C)C (centres undefined),-10,-9%,-1%,-7%,2%,-5%,-19%,-9%,0%
COc1cc(CC(=O)OCC(=O)c2ccc(F)cc2)cc(OC)c1OC,-3,·,-17%,22%,·,99%[activator],-25%,·,-5%
O=C1NC2(CCCCCC2)C(=O)N1Cc1cccc(Cl)c1,-4,?,2%,5%,47%,7%,-11%,-7%,-2%
CCN(CC)S(=O)(=O)c1ccc2c(c1)nc(CCC(=O)OCC(=O)N1CCc3ccccc31)n2C,-2,-17%,-6%,0%,-2%,-4%,-10%,-9%,-2%
Cc1ccsc1-c1nc(-c2ccccc2)c(-c2ccccc2)[nH]1,-7,-2%,-5%,-3%,22%,22%,-12%,-2%,-5%
COc1ccc([C@H]2CC(=O)C=C(c3ccc(Cl)cc3C)C2)cc1,2,·,9%,23%,·,-4%,-18%,·,-2%
CCCCCn1c(CNC(=O)COC)nc2ccccc21,0,-2%,-8%,-3%,2%,-3%,4%,1%,-6%
COc1cccc(/C=C/C(=O)OCC(=O)NCC2CCCO2)c1 (centres undefined),0,-6%,3%,-4%,-24%,29%,-2%,1%,-3%
O=c1[nH]c2ccc(S(=O)(=O)Nc3ccc(Cl)cc3)cc2[nH]1,-3,-2%,2%,3%,-25%,22%,-7%,2%,-2%
O=C(Cc1ccccc1)N/N=C/c1ccc2cccc(O)c2n1,13,?,-4%,11%,19%,88%[activator],-20%,2%,?
CCOC(=O)n1ccn(C)c1=S,·,5%[29.3 µM],-4%[60.1 µM],?,·,·,·,-10%,-5%&-4%
CC1CC1C(=O)OCC(=O)NCc1ccccc1Cl (centres undefined),-7,-23%,-1%,3%,-28%,18%,-11%,-3%,0%
COCCCN(C(=O)Cc1ccc(Cl)c(Cl)c1)c1c(N)n(Cc2ccccc2)c(=O)[nH]c1=O,-1,1%,-4%,4%,-4%,-20%,-13%,0%,-2%
CCCN1CCN(CCCNC(=O)Cn2c(-c3cccs3)cc3ccccc32)CC1,-6,-11%,-14%,·,46%,-11%,-6%,6%,-3%
O=C1c2ccccc2C(=O)N1CCC(c1ccc(F)cc1)c1ccco1 (centres undefined),1,-9%,-10%,0%,?,?,?,-9%,7%
CC1CCN(C(=O)C2CCN(c3ncnc4c3nc3n4CCCCC3)CC2)CC1,0,-10%,-37%,60%[activator],0%,-8%,4%,-2%,-2%
O=C(COc1ccc(Br)cc1CO)Nc1ccc(S(=O)(=O)N2CCCC2)cc1,-5,·,-2%,-4%,·,15%,-8%,·,-3%
COc1ccccc1N(C)S(=O)(=O)c1ccc(C(=O)Nc2cccc(S(=O)(=O)N3CCOCC3)c2)cc1,-1,·,-3%,·,·,31%,-28%,·,-5%
CCOc1ccc(Oc2c(/C=N/NC(=O)COc3ccccc3OC)c(C)nn2-c2ccccc2)cc1,-4,-12%,-14%,-4%,6%,-15%,-16%,-9%,0%
COc1ccc(NS(=O)(=O)c2ccc(N3CCOCC3)c(NC(=O)C(C)C)c2)cc1,-2,-12%,-7%,-4%,-20%,99%[activator],-2%,-1%,-3%
Cc1ccc(-c2cc(C(=O)Nc3cccc(S(=O)(=O)N(C)C)c3)c3ccccc3n2)o1,-2,11%,-11%,44%[activator],-25%,-11%,-14%,-3%,0%
O=C(NC1CCCc2ccccc21)c1ccc([N+](=O)[O-])cc1 (centres undefined),-6,-11%,-9%,7%,38%,24%,0%,-4%,0%
CC(C(=O)Nc1ccccn1)N1C(=O)C2C3C=CC(C3)C2C1=O (centres undefined),-5,-1%,3%,0%,0%,11%,?,-1%,-5%
N#C/C(=C\c1ccc(OCc2ccccc2)cc1)C(=O)Nc1nc2c(s1)CCN(Cc1ccccc1)C2,-7,6%,-7%,-2%,4%,-5%,-15%,-3%,4%

# Ordered by number of heavy atoms (lowest first): part of the list above.
SMILES,LDHA inh,Anesthetic bind,POLK inh,APE1 inh,POLB inh,POLI inh,Pol eta inh,BLM helicase inh,Glioma ERSR ind
CCOC(=O)n1ccn(C)c1=S,·,5%[29.3 µM],-4%[60.1 µM],?,·,·,·,-10%,-5%&-4%
CC#CCCc1nc2ccccc2c(=O)n1N,-2,4%,-8%,-2%,-2%,21%,-4%,-4%,0%
O=c1[nH]c2ccc(S(=O)(=O)Nc3ccc(Cl)cc3)cc2[nH]1,-3,-2%,2%,3%,-25%,22%,-7%,2%,-2%
Cc1ccsc1-c1nc(-c2ccccc2)c(-c2ccccc2)[nH]1,-7,-2%,-5%,-3%,22%,22%,-12%,-2%,-5%
Cc1ccc(S(=O)(=O)Nc2cccc(-n3cnnn3)c2)cc1C(=O)O,-1,-2%,-4%,17%,-26%,-11%,?,0%,-3%
COc1cc(CC(=O)OCC(=O)c2ccc(F)cc2)cc(OC)c1OC,-3,·,-17%,22%,·,99%[activator],-25%,·,-5%
O=C(COc1ccc(Br)cc1CO)Nc1ccc(S(=O)(=O)N2CCCC2)cc1,-5,·,-2%,-4%,·,15%,-8%,·,-3%
Cc1ccc(-c2cc(C(=O)Nc3cccc(S(=O)(=O)N(C)C)c3)c3ccccc3n2)o1,-2,11%,-11%,44%[activator],-25%,-11%,-14%,-3%,0%
COc1ccc(CCNC(=O)Cn2nc(C)n3c(cc4cc(F)ccc43)c2=O)cc1OC,0,3%,5%,·,19%,13%,-11%,0%,4%
CCc1ccc(NC(=O)CSc2nnc(-c3n[nH]c4ccccc34)n2-c2ccccc2)cc1,-3,-10%,-9%,-9%,14%,0%,?,-4%,-6%
CCN(CC)S(=O)(=O)c1ccc2c(c1)nc(CCC(=O)OCC(=O)N1CCc3ccccc31)n2C,-2,-17%,-6%,0%,-2%,-4%,-10%,-9%,-2%
N#C/C(=C\c1ccc(OCc2ccccc2)cc1)C(=O)Nc1nc2c(s1)CCN(Cc1ccccc1)C2,-7,6%,-7%,-2%,4%,-5%,-15%,-3%,4%

# Following part
SMILES,LDHA inh,Anesthetic bind,POLK inh,APE1 inh,POLB inh,POLI inh,Pol eta inh,BLM helicase inh,Glioma ERSR ind
COc1cc2ncc3c(-c4ccc(C)cc4)nn(-c4ccc(F)cc4F)c3c2cc1OC,-2,-3%,-3%[60.1 µM],·,19%,0%,-17%,-7%,-2%
O=C(NCc1ccccc1)NC(=O)c1ccc(Cl)cc1,2,·,11%,·,·,40%[activator],-5%,·,9%
CC(=O)NC1C(=O)N=C(SCC(=O)NC(C)c2ccccc2)NC1=O (centres undefined),-2,-6%,13%,-3%,4%,22%,-7%,-2%,-3%
COc1ccccc1-c1n[nH]c(=S)n1Cc1ccccc1,-15,-13%,-5%,11%,35%,-11%,-12%,-5%,-5%
